Screening data deposited in PubChem BioAssay by National Center for Advancing Translational Sciences (NCATS).
ERK AVP block: qHTS Assay for Inhibitors of the ERK Signaling Pathway using a Homogeneous Screening Assay; 72,000 tested, 0.99% active; Potency, µM (highest dose often 57.5 µM), for inactives: at the top dose activity, negative = inhibition, most hits filed as inhibitors; HEK293-V1b, vasopressin-stimulated pERK AlphaScreen; AID 995, 2007; further: potency means the concentration at half of the fitted maximal effect; on the % scale 0 is the no-effect control and ±100 the full control effect; nearly all actives have a fitted effect of over 55% in size
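HEK293 cells stably expressing V1b receptor, preincubated 30 min at 37 °C with compound, then stimulated 5 min with 25 nM vasopressin. Phospho-ERK by AlphaScreen SureFire after 5 h RT; normalized to DMSO and vasopressin; AC50 by Hill fit.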
Texas Red fluor: qHTS Assay for Spectroscopic Profiling in Texas Red Spectral Region; Compound fluorescence, Texas Red channel, 547/618 nm; hits give high values; 59,000 tested, 0.06% active; AID 587, 2007; max dye-equivalent concentration, M; in the data active means max dye-equivalent concentration above about 10 nM; inconclusive means between about 1.1 nM and that limit
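Dye-equivalent concentrations come from scaling compound signal (ex 547, em 618 nm) to six Texas Red standard concentrations run on every plate, after 15 min room-temperature incubation in pH 8.0 Tris (100 mM).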
USP2a inh: qHTS Assay for Inhibitors of Ubiquitin-specific Protease USP2a. Ubiquitin carboxyl-terminal hydrolase 2 (Homo sapiens), O75604. Potency, µM (top dose mostly 38.3 µM), for the others: at the top dose activity change, negative = inhibition, hits mostly inhibitors. USP2a enzymatic assay, qHTS inhibition. 60,000 tested, 0.1% active. AID 927, 2007;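 further: potency means the concentration at half of the fitted maximal effect; nearly all actives have a fitted effect of over 60% in size; plate controls were DMSO for no effect and NEM full inhibition control for full effect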
Target sequence (O75604 whole entry, looked up): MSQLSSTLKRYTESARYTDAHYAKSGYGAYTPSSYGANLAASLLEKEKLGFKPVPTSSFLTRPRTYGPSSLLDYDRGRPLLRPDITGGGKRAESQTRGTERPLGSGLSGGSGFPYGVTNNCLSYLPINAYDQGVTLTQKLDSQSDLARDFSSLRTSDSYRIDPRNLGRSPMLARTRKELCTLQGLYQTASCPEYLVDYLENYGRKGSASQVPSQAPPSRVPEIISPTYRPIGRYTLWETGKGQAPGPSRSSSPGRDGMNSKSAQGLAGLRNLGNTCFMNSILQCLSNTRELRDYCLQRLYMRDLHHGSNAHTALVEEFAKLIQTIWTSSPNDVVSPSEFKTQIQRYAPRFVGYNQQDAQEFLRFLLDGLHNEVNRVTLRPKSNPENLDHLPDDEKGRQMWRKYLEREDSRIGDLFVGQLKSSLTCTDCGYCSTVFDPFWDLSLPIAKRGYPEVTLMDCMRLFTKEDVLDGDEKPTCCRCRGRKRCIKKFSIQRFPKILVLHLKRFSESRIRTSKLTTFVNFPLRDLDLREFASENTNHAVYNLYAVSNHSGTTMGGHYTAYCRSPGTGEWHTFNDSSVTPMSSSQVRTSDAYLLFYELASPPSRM
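USP2 core (20 nM final) was preincubated with compound for 30 min at RT in 20 mM Tris-HCl pH 8.0, 2 mM CaCl2, 2 mM beta-mercaptoethanol; Ub-PLA2 (20 nM) plus NBD C6-HPC (20 uM) then added, fluorescence read after 2.5 h.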
Casp1 inh: qHTS Assay for Allosteric/Competitive Inhibitors of Caspase-1 | Caspase-1 enzyme, Ac-WEHD-AFC fluorogenic rate | Potency, µM (doses to about 57.5 µM), inactives show top-dose activity change, negative = inhibition, most hits filed as inhibitors | 75,000 tested, 0.03% active | P29466;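 further: potency means the concentration at half of the fitted maximal effect; plate controls were vehicle for no effect and no substrate for full effect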
Target sequence (P29466 120-297 limits assumed): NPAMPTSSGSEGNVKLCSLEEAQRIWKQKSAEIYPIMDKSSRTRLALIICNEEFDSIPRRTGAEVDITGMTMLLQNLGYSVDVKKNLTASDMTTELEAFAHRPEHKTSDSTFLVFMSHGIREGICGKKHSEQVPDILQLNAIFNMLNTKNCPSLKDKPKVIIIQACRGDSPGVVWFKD
Target sequence (P29466 317-404 limits assumed): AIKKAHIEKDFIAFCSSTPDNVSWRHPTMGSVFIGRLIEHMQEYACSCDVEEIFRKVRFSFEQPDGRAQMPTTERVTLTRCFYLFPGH
Tau fil binding: qHTS Assay for Tau Filament Binding; Microtubule-associated protein tau (Homo sapiens), P10636; recombinant tau filaments, thioflavin S fluorescence, 15 h; filaments grown with octadecylsulfate alongside compound; Potency, µM (top dose mostly 57.1 µM), for the others: at the top dose activity change, negative = inhibition; 71,000 tested, 2% active;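 further: potency means the concentration at half of the fitted maximal effect; on the % scale 0 is the no-effect control and ±100 the full control effect; actives lower thioflavin S fluorescence by blocking filaments or displacing dye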
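Assay mix: 1 uM His-tagged tau, 30 uM sodium octadecylsulfate, thioflavine S dye in HEPES/NaCl/DTT buffer. Compound is added prior to the inducer. Fluorescence after 15 h at 37 C.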
HEK293 cAMP ctrl: qHTS Assay for Agonists of the Thyroid Stimulating Hormone Receptor: Activators of Intracellular cAMP Concentrations in Parental HEK 293; parental HEK293 CNG cAMP sensor, membrane potential fluorescence; Potency, µM (series often up to 57.1 µM), without a hit: at the highest dose activation, usual class: activators; 73,000 tested, 2.5% active; AID 938, 2007; further: potency means the concentration at half of the fitted maximal effect; % of control where 0% means no effect; nearly all actives have a fitted effect of over 55% in size
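Parental HEK 293 cells stably expressing a modified CNG channel (no TSHR) report cAMP rise as membrane depolarization. Membrane potential dye with 100 uM RO 20-1724 was loaded for 60 min at room temperature, then compound added for 30 min; fluorescence read at 590 nm.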
HADH2 inh: qHTS Assay for Inhibitors of HADH2 (Hydroxyacyl-Coenzyme A Dehydrogenase, Type II); Potency, µM (highest dose often 57.1 µM), for inactives: at the top dose activity change, negative = inhibition, usual class: inhibitors; 73,000 tested, 3.4% active; 3-hydroxyacyl-CoA dehydrogenase type-2 (Homo sapiens), Q99714; recombinant HADH2, NADH fluorescence, beta-hydroxybutyryl-CoA; further: potency means the concentration at half of the fitted maximal effect; on the % scale 0 is the no-effect control and ±100 the full control effect; nearly all actives have a fitted effect of over 60% in size; many of its hits are not listed in these tables
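His-tagged recombinant enzyme from E. coli, 20 nM, preincubated 15 min RT with compound; reaction started with 1 mM NAD+ and 90 uM beta-hydroxybutyryl-CoA in 100 mM Tris-HCl pH 9.0. NADH fluorescence (ex 360/em 450) read over 4 min; last-minus-first difference.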
Fluorescein fluor: qHTS Assay for Spectroscopic Profiling in Fluorescein Spectral Region. Compound autofluorescence, 480/540 nm, fluorescein-equivalent; hits give high values. AID 593, 2007. 59,000 tested, 0.91% active. max fluorescein-equivalent concentration, M; in the data active means max fluorescein-equivalent concentration above about 10 nM; inconclusive means between about 1.1 nM and that limit
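Normalized response (dye-equivalent concentration) derives from comparing each well's 540 nm emission, under 480 nm excitation, with plate-resident fluorescein standards. Compounds were held in 100 mM Tris, pH 8.0, for 15 min at room temperature.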
Rhodamine autofl: qHTS Assay for Spectroscopic Profiling in Rhodamine Spectral Region; Rhodamine-region fluorescence, 547/598 nm, Tris buffer; hits give high values; max dye-equivalent concentration, M; 59,000 tested, 0.05% active; in the data active means max dye-equivalent concentration above about 11 nM; inconclusive means between about 1.1 nM and that limit
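qHTS spectral profiling of compounds without any target or enzyme present, in pH 8.0 Tris buffer; plates were read after a 15-minute room-temperature incubation using the rhodamine-region filter set.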
Casp7 inh: qHTS Assay for Allosteric/Competitive Inhibitors of Caspase-7; P55210; recombinant caspase-7, Ac-DEVD-AFC fluorescence rate; Potency, µM (highest dose often 57.5 µM), inactives show top-dose activity change, negative = inhibition, usual class: inhibitors; 75,000 tested, 0.02% active; AID 889, 2007; active means well fitted inhibition curve with a large enough effect in the main read-out, with a control signal flat, not every such curve was filed as active; inconclusive means small, poorly fitted or top-dose-only effect, or a change in a side signal; further: potency means the concentration at half of the fitted maximal effect; % of control where 0% means no effect
FLuc inh: qHTS Assay for Inhibitors of Firefly Luciferase; 72,000 tested, 2.2% active; Potency, µM (highest dose often 57.1 µM), for inactives: at the top dose activity change, negative = inhibition, hits mostly inhibitors; purified firefly luciferase, luminescence, 8 min; Luciferin 4-monooxygenase (Photinus pyralis), P08659; further: potency means the concentration at half of the fitted maximal effect; on the % scale 0 is the no-effect control and ±100 the full control effect; nearly all actives have a fitted effect of over 40% in size
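Here, luciferase activity is measured as luminescence following an 8 min room-temperature reaction at 10 uM ATP, pH 7.2. Every library sample is titrated.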
An asterisk follows results filed as active; i = inactive; ? = inconclusive; nt = not tested or not shown; & = joins results of further samples; [ ] = dose if it differs, or a comment. Unless noted, the call rests on the fitted dose curve; in most records, active means well fitted curve in the direction sought with a large enough effect; inconclusive means small, poorly fitted or top-dose-only effect, or another doubt; inactive means no such curve, though single readings can be large; an effect the other way counts as inactive or inconclusive. A portion of the library; count on the stated rates, not on these rows.

Results follow in this order: ERK AVP block	Texas Red fluor	USP2a inh	Casp1 inh	Tau fil binding	HEK293 cAMP ctrl	HADH2 inh	Fluorescein fluor	Rhodamine autofl	Casp7 inh	FLuc inh
> Cn1c(=NC(=O)CSCC(=O)N2CCCC2)sc2ccccc21
 : 0.7%	?	-6.1%	0.1%	4.6%	11.9%	0.7%	i	i	0.3%	1.2%
> COc1cccc(C2N(c3ccccn3)C(=O)C3CCCN32)c1OC (configuration not stated)
 : 10.4%	i	5.9%	1.1%	-6.8%	2.8%	-1.4%	i	i	-0.2%	-0.3%
> O=C(Nc1ccc(F)cc1)c1cccnc1N1CCOCC1
 : -10.8%	i	0.1%	0.4%	-6.1%	2.7%	4.3%	i	i	1.3%	2.1%
> Cc1ccc(CN2C(=O)CCC2C(=O)N2CCN(c3ccc(F)cc3)CC2)cc1 (configuration not stated)
 : 2.5%	i	13.1%	-0.2%	-6.7%	6.5%	10.2%	i	i	-2.3%	1.7%
> O=C(Nc1ccccc1Cl)N1CCN(c2ccc3nnc(-c4ccccc4)n3n2)CC1
 : -17.0%	nt	nt	-3.8%	i	3.4%	?	nt	nt	-14.2%	1.8%
> Cc1ccc(C)c(NC(=O)CSc2nnc(CCCCCNC(=O)OC(C)(C)C)o2)c1
 : -8.4%	?	11.6%	-0.9%	-3.0%	?	9.5%	i	i	0.4%	-4.4%
> CCCC(=O)NCCCc1nc2ccccc2n1C(C)C
 : nt	nt	nt	-1.9%	-3.9%	-0.6%	7.6%	nt	nt	0.0%	0.5%
> Cc1ccc(-c2cc(C(=O)N3CCOCC3)c3ccccc3n2)cc1
 : -24.3%	i	35.9%[activator]	-1.6%	-2.9%	6.2%	?	i	i	-8.3%	12.6µM*
> Cc1c(/N=C/c2ccco2)n(Cc2ccccc2)c2ccccc12
 : 12.6µM*	nt	11.6%[7.66 µM]	-3.5%	1.58µM*	?	-19.2%[11.4 µM]	nt	nt	-2.3%	-0.3%
> O=P(c1ccccc1)(c1ccccc1)C1CCCO1 (configuration not stated)
 : -9.6%	nt	8.2%	-1.1%	12.7%	10.1%	4.2%	nt	nt	-0.7%	-0.8%
> COc1ccc(C(=O)N2CCC[C@@]3(CCN(C)C3)C2)cc1
 : -20.4%	i	17.7%	-2.6%	-16.3%	3.4%	-2.1%	i	i	-0.3%	2.4%[11.4 µM]
> CCOC(=O)N1CCN(C(=O)CSc2nnc(COc3ccccc3)o2)CC1
 : 3.3%	nt	nt	0.4%	-5.9%	1.8%	12.2%	nt	nt	0.1%	-0.9%
> C[C@H](NC(=O)Nc1cccc(C(F)(F)F)c1)C(=O)O
 : 0.6%	i	0.4%	-0.9%	-9.8%	9.4%	9.7%	?	i	0.0%	2.5%
> Cc1ccccc1OC(=O)CCC(=O)OCCCC(F)(F)C(F)(F)F
 : -5.7%	nt	-0.7%	0.7%	12.2%	2.7%	-1.4%	nt	nt	-0.3%	4.1%
> COc1ccc(Cl)cc1NC(=O)CN1C(=O)CSC1=O
 : -8.5%	i	-2.2%	2.1%	-6.1%	-2.0%	6.3%	i	i	-0.7%	-6.1%
> CSc1ncnc2c1ncn2CC(=O)[C@H]1CC[C@H]2[C@H]3CCC4=CC(=O)CC[C@@]4(C)[C@@H]3CC[C@@]12C
 : 3.98µM*	i	nt	1.2%[11.5 µM]	63.6%[11.4 µM]	0.9%[11.4 µM]	20.6%[11.4 µM]	i	i	-5.2%[11.5 µM]	-0.1%[11.4 µM]
> CCCCP(=O)(CCCC)Cc1ccccc1O
 : -12.5%	nt	4.3%	-0.3%	-9.8%	?	11.2%	nt	nt	-0.4%	2.2%
> OCCN(Cc1ccccc1)Cc1cccc(C(F)(F)F)c1
 : -7.1%	i	5.2%	-1.5%	0.1%	29.7%	1.7%	i	i	0.9%	-2.4%
> Cc1ccc(C(=O)C2CCN(CC(=O)NC3CCCCC3)CC2)cc1
 : -8.3%	i	nt	-1.7%	-7.2%	?	7.4%	i	i	3.8%	4.6%
> CCC(Sc1ccc2nnc(-c3ccc(F)cc3)n2n1)C(=O)OC (configuration not stated)
 : 5.2%	?	7.3%	2.8%	-5.6%	?	-5.2%	i	i	-1.2%	0.4%
> COc1ccc(Cl)cc1NC(=O)c1oc(C)nc1C
 : -7.4%	i	31.4%[activator]	-2.1%	?	?	?	?	i	-4.2%	1.0%
> O=C(NC1CCCCC1)/C(=N\O)c1ccccn1
 : 20.1%	?	3.1%	-1.0%	5.2%	13.0%	-8.1%	i	i	0.1%	0.8%
> CC1CCCCN1CCNS(=O)(=O)c1ccc2c(c1)oc(=O)n2C (configuration not stated)
 : 22.6%	i	-9.0%	2.2%	9.1%	4.2%	-3.8%	?	i	-0.8%	0.8%
> CC(=O)c1ccc(OCCCC(=O)OCc2nnc(-c3ccc(Cl)cc3)o2)cc1
 : 14.9%	?	19.6%	-4.7%	1.1%	0.1%	0.1%	?	i	-5.0%	-33.7%
> Cc1sc2c(c1C)CN(C1CC(C)(C)NC(C)(C)C1)CN2C(=O)c1ccco1
 : -0.5%	i	8.7%	-13.5%	-19.7%	-8.9%	-0.1%	?	i	-11.4%	-1.7%
> Cc1onc(-c2c(Cl)cccc2Cl)c1C(=O)NCCN1CCOCC1
 : -7.3%	i	1.7%	0.6%	1.9%	?	0.9%	i	i	0.1%	5.9%
> COc1cccc2cc(-c3nnc(SCC(=O)NCc4ccccc4)n3C)oc12
 : -16.1%	i	7.5%	0.0%	94.4%	5.6%	-14.6%	i	i	0.2%	0.0%
> O=C(Nc1ccncc1)c1cc2ccccc2oc1=O
 : 18.5%	?	-0.1%	0.2%	-7.8%	3.7%	0.0%	i	i	-0.8%	-0.7%
> Cc1noc(/C=C/N(C)C)c1S(=O)(=O)N1CCCC(C(=O)NCc2ccc(F)cc2)C1 (configuration not stated)
 : 16.6%	nt	nt	-4.1%	82.9%	1.2%	?	nt	nt	-6.2%	-0.5%
> CCC(C)c1ccccc1O (configuration not stated)
 : -4.2%&-0.4%	nt	nt	-0.2%&-5.4%	3.1%&4.3%	?	-2.4%&-17.3%	nt	nt	0.0%&-1.6%	nt
> COc1cccc(NC(=O)c2ccccc2-c2nc(-c3cccc(C)c3)no2)c1
 : -18.7%	?	22.0%	-1.6%	59.8%	15.8µM*	-14.2%	i	i	-1.1%	-19.3%
> Cc1ccc(NC(=O)C(C)N2CCOCC2)c(C(=O)c2ccccc2)c1 (configuration not stated)
 : -6.3%	nt	0.9%	2.0%	-4.7%	22.0%	4.2%	nt	nt	1.7%	2.0%
> COC(=O)N1[C@H](C)C=C[C@]1(Cc1ccccc1)C(=O)NCc1ccc(C)o1
 : 22.1%	nt	nt	-0.6%	-14.1%	4.5%	3.2%	nt	nt	-1.7%	nt
> Clc1ccc(-n2ncc3c(NCC4CCCO4)ncnc32)cc1 (configuration not stated)
 : nt	nt	nt	1.5%	9.6%	?	-5.4%	nt	nt	-1.8%	5.01µM*
> CC1(C)CC(=O)C=C(NCCCNC2CCCCC2)C1
 : 19.7%	nt	0.1%	-1.9%	1.2%	11.9%	-5.0%	nt	nt	-0.1%	-2.4%
> Cc1ccc(C(C)C)c(OCc2nc(-c3nonc3N)no2)c1
 : 1.9%	nt	nt	6.2%	138.4%	?	2.1%	nt	nt	-3.0%	-7.6%
> CN(C)c1ccc(-c2cncnc2NCc2cccs2)cc1
 : ?	i	-12.8%	-0.4%	-12.3%	-2.7%	11.3%	i	i	-0.7%	-0.3%[2.29 µM]
> CN(C)c1cc(N)c2ccccc2n1 (tested in a mixture with another compound)
 : 9.0%	i	-5.0%	-1.2%	-4.5%	-92.1%[inhibitor]	-6.4%	i	i	2.8%	0.9%
> C=Cc1ccccn1
 : 12.1%	nt	nt	-0.1%	-6.7%	-9.5%	5.1%	nt	nt	1.5%	nt
> Cc1cccnc1-n1c(CCN2C(=O)c3ccccc3C2=O)nc2ccccc2c1=O
 : -29.8%	nt	8.9%	-1.3%	-7.1%	-1.8%	4.2%	nt	nt	1.0%	-4.2%
> CCS(=O)(=O)N1CCC(C(=O)Nc2cc(Cl)ccc2O)CC1
 : -11.5%	i	9.9%	0.0%	-24.3%	7.2%	-12.4%	i	i	-0.4%	-2.4%
